Glioma ERSR ind: inducers of ER stress response in human glioma cells; U87-MG GRP78 promoter luciferase reporter, 16 h; Potency, µM, without a hit: at the highest dose activation, usual class: activators; 0.02% of 420,000 active; AID 602332; also: potency is read from the fitted curve at half-maximal effect; series mostly up to about 76 µM; % of control where 0% means no effect; nearly all actives have a fitted effect of over 35% in size
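Stably transfected U87-MG glioma cells carrying a GRP78-based luciferase sensor; 16 h compound incubation. Luminescence end-point read 10 min after Bright-Glo addition at room temperature.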
Vif-APOBEC3F blk: blocks the Vif interaction with APOBEC3F; HeLa A3F-eYFP + Vif (tagged APOBEC3F with the HIV-1 protein that degrades it), YFP fluorescence increase; Potency, µM (top dose mostly 46.1 µM), inactives show top-dose activity, negative = active; 0.2% of 390,000 active; AID 602313; also: potency is read from the fitted curve at half-maximal effect; % of control where 0% means no effect; nearly all actives have a fitted effect of over 65% in size
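HeLa cells stably expressing A3F-eYFP plus Vif, plated and incubated overnight at 37 deg C, then exposed to compounds overnight at 37 deg C. Blocked degradation read as raised yellow fluorescence (Ex 488/Em 500-530).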
RXFP1 ag: RXFP1 (human) receptor agonism. Q9HBX9. HEK293T-RXFP1 cAMP TR-FRET, 30 min; response scale: percent of porcine relaxin response, buffer zero. Potency, µM (highest dose often 57.5 µM), for inactives: top-dose activation, most hits filed as activators. 0.3% of 370,000 active; also: potency is read from the fitted curve at half-maximal effect; % is scaled to controls: 0 for no effect and ±100 for the full control effect; nearly all actives have a fitted effect of over 60% in size; many of its hits are not listed in these tables
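HEK293T cells stably expressing RXFP1 were pretreated with the PDE4 inhibitor Ro 20174, exposed to compounds for 30 min at 37C, lysed, and cAMP was read by TR-FRET. Data normalized to buffer (basal) and 29 nM porcine relaxin (100%).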
Vif-A3G inh: inhibitors of Vif-APOBEC3G interaction; Q9HC16; HeLa A3G-eYFP + Vif (tagged APOBEC3G with the HIV-1 protein that degrades it), YFP fluorescence, overnight; Potency, µM (titrated, usually from 46.1 µM), for inactives: top-dose activity, negative = active, usual class: inhibitors; 0.076% of 410,000 active; AID 602310;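 also: potency is read from the fitted curve at half-maximal effect; % is scaled to controls: 0 for no effect and ±100 for the full control effect; nearly all actives have a fitted effect of over 60% in size; hits raise eYFP signal because A3G escapes Vif-driven loss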
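HeLa cells stably expressing Vif and C-terminally eYFP-tagged A3G, seeded overnight at 37 deg C, then exposed to compound by pintool overnight at 37 deg C. Rise in yellow fluorescence (Ex 488/Em 500-530, Acumen) marks blocked Vif-driven A3G degradation.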
mIDH1 inhibitor: blocks human mutant IDH1 R132H enzyme; O75874; IDH1-R132H enzyme, NADPH consumption, diaphorase/resazurin fluorescence; Potency, µM (series often up to 76.6 µM), without a hit: at the highest dose activity change, negative = inhibition, hits mostly inhibitors; 0.093% of 390,000 active; AID 602179; also: potency is read from the fitted curve at half-maximal effect; % is scaled to controls: 0 for no effect and ±100 for the full control effect; nearly all actives have a fitted effect of over 65% in size
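IDH1-R132H (0.5 ug/mL dispensed) in pH 7.5 Tris buffer was preincubated 30 min with compound, then given a substrate mix of 0.016 mM NADPH and 2 mM alpha-KG for 80 min at room temperature; remaining NADPH was read by diaphorase/resazurin fluorescence.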
USP1-UAF1 inh: blocks the human USP1/UAF1 deubiquitinase complex. recombinant USP1/UAF1, Ub-Rhodamine cleavage fluorescence. Potency, µM (series often up to 57.1 µM), without a hit: top-dose activity change, negative = inhibition, usual class: inhibitors. 0.23% of 390,000 active; also: potency is read from the fitted curve at half-maximal effect; % is scaled to controls: 0 for no effect and ±100 for the full control effect; nearly all actives have a fitted effect of over 60% in size; inactives centre near -12
Target sequence (O94782 whole entry, looked up): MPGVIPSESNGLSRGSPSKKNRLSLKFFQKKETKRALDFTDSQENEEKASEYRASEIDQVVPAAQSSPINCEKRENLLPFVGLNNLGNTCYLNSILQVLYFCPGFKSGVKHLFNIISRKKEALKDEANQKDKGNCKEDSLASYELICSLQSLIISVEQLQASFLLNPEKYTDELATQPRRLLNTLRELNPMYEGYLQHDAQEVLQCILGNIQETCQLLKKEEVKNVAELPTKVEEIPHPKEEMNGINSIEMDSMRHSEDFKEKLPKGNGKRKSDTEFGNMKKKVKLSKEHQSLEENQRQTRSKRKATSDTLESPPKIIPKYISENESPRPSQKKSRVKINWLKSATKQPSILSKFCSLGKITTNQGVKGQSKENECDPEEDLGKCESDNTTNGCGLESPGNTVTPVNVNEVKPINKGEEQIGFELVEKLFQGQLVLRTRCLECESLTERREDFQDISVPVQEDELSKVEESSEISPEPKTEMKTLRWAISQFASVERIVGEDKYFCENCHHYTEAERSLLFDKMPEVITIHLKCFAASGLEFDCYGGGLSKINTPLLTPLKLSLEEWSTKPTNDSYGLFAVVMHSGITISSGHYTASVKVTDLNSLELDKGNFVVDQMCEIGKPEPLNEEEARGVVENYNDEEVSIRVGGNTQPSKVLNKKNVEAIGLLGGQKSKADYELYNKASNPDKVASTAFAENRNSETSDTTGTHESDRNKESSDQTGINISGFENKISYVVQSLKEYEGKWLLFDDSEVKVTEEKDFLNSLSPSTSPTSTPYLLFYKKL
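USP1/UAF1 complex at 1 nM was preincubated with compound for 15 min at room temperature, then Ub-Rho substrate (150nM final) was added. Fluorescence (480/540 nm) was read kinetically, 6 reads every 60 seconds.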
LDHA inh: blocks human lactate dehydrogenase A | P00338 | purified LDHA, NADH/diaphorase-resazurin fluorescence; active compounds read low | activity change, % (values are at about 110 or 230 µM) | 0.15% of 480,000 active; in the data active = activity change below about -30%; inconclusive = mostly about -25% to -30%;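 also: plate controls were DMSO wells for no effect and wells without enzyme for full effect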
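Enzyme activity of human lactate dehydrogenase 5 (2 nM; 0.06 mM NADH, 0.2 mM pyruvate, 5 min, RT) is measured via a resazurin/diaphorase fluorescence readout of residual NADH.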
TrxR1 substrate: substrates of rat thioredoxin reductase 1; O89049; Potency, µM (series often up to 114 µM), for inactives: at the highest dose activity change, negative = substrate turnover; 0.01% of 390,000 active; purified TrxR1 substrate turnover, NADPH consumption readout; AID 588456; also: potency is read from the fitted curve at half-maximal effect; % is scaled to controls: 0 for no effect and ±100 for the full control effect; nearly all actives have a fitted effect of over 50% in size
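Rat TrxR1, dispensed at 90 nM, was prereduced with 400 uM NADPH (final) for 5 min at ~22 deg C, then incubated with compound 15 min before 400 uM selenite. A first-read NADPH fluorescence drop versus no-compound background flagged substrates.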
PI4K2A inh: PI4K2A (human) kinase inhibition; purified PI4K2A, ADP-Glo luminescence, 1 h; active compounds read low; activity change, negative = inhibition, % at 76.9 µM; 0.13% of 420,000 active; AID 1346378; in the data active = activity change below about -50%; inconclusive = mostly about -30% to -49%;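 also: -100% = wells without enzyme as full effect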
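ADP-Glo luminescence measured ADP generated by PI4K2A enzyme (4 ug/mL before mixing) with 1.2 mM PI substrate (pre-mix) and 300 microM ATP (pre-mix). Tris pH7.5 buffer with MgCl2, Triton X-100; 1 h reaction at ambient temperature.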
* = called active by the depositor; ? = inconclusive; . = not tested or not shown; & = joins results of further samples; [ ] = another dose, or the depositor's remark. Unless noted, calls follow the shape of the dose curve; as a rule, active = well fitted curve in the direction sought with a large enough effect; inconclusive = small, poorly fitted or top-dose-only effect, or another doubt; inactive = no such curve, though single readings can be large; an effect the other way counts as inactive or inconclusive. A portion of the library; the hit share may differ from the screen's.

SMILES	Glioma ERSR ind	Vif-APOBEC3F blk	RXFP1 ag	Vif-A3G inh	mIDH1 inhibitor	USP1-UAF1 inh	LDHA inh	TrxR1 substrate	PI4K2A inh
O=C1C2C3c4ccccc4C(c4ccccc43)[C@@H]2C(=O)N1c1nc(-c2ccccc2)cs1 (some centres not stated)	-2.4%	-7.2%	1.7%	-0.9%	1.6%	-10.6%	0.4	4.5%	4.0
Cc1cc[n+](-c2nc3ccccc3nc2[N-]S(=O)(=O)c2cccs2)cc1C	-0.9%	1.5%	0.6%	0.7%	0.5%	-6.8%	-1.0	-6.2%	-1.5
COC(=O)C1=C(C)NC2=C(C(=O)c3ccccc32)C1c1cccc(OC)c1 (configuration not stated)	-2.6%	10.0%	1.5%	3.0%	-0.7%	-0.7%	-0.4	-5.5%	-1.1
COc1ccc(O)c(C(=O)c2cnn(-c3ccccc3)c2)c1	8.6%	-4.3%	0.9%	-2.0%	0.0%	?	-3.1	8.5%	6.1
COc1cc(C2SCC(=O)N2c2nnc(C34CC5CC(CC(C5)C3)C4)s2)cc(OC)c1OC (configuration not stated)	-4.5%	-0.1%	-0.6%	0.8%	2.1%	-13.5%	4.1	-3.7%	-2.8
OCCCn1c(-c2ccccc2)nc(=S)c2c1CCCC2	-1.2%	-4.9%	15.7%	2.1%	3.4%	-11.1%	-2.9	-6.2%	-1.7
O=C(CNC(=O)c1ccncc1)N/N=C/c1ccc(Br)cc1	-1.1%	1.0%	-0.3%	0.6%	2.9%	-13.0%	-1.0	0.8%	-0.5
COc1ccccc1/C=C/C=N/NC(=O)c1cccs1	3.8%	-8.9%	-0.1%	-21.3%	4.3%	-9.8%	0.1	-5.4%	5.1
Cc1nc2nncn2c(NCc2ccc(F)cc2)c1C	-0.4%	2.9%	7.6%	5.3%	18.0%	-9.4%	-12.6	5.7%	1.7
CC(C)(C)c1ccc(C(=O)N2CCN(S(=O)(=O)c3ccc(Br)s3)CC2)cc1	-3.9%	?	1.4%	5.0%	0.8%	-23.8%	-1.4	0.4%	1.6
COc1cc(C)ccc1OCCOCCN(C)Cc1ccccc1	0.1%	-8.2%	0.9%	-2.5%	8.2%	0.8%	-17.7	-7.1%	1.4
Cc1ccc(C(=O)OCC(=O)NC(C)C2CC3CCC2C3)cc1N (configuration not stated)	-1.9%	-4.1%	.	-4.6%	13.3%	-26.6%	-4.8	3.9%	-3.7
CCN(CC)C(=O)CSc1nnc(CCNC(=O)OC(C)(C)C)o1	-3.0%	3.4%	2.0%	1.6%	3.4%	-8.9%	-10.0	11.4%	-13.1
COc1cc(C(C[N+](=O)[O-])c2c(C)[nH]c3ccccc23)ccc1O (configuration not stated)	-2.3%	-15.9%	0.6%	0.4%	-4.0%	-14.4%	5.3	-10.7%	2.1
CCOC(=O)N1CCC(NC(=O)CS(=O)(=O)Cc2nc(-c3cccc(OC)c3)oc2C)CC1	-0.5%	4.5%	0.1%	-1.0%	-0.1%	-2.4%	-5.0	-1.9%	3.9
O=S(=O)(c1ccc(Br)cc1)N1CCN(c2ccc3nnc(-c4ccccc4)n3n2)CC1	-4.7%	-1.0%	0.3%	-1.1%	-1.4%	-22.4%	1.0	10.9%	0.1
O=C(CC1C[C@H](C(=O)N2CCCCC2)[C@@]2(CCc3ccccc3)c3[nH]c4ccccc4c3CCN2C1=O)NCc1cccc(C(F)(F)F)c1 (some centres not stated)	-0.5%	4.7%	.	0.3%	-10.9%	-29.4%	4.0	-6.8%	-3.6
CC(Oc1cccc(NC(=O)c2cccs2)c1)C(=O)c1ccccc1 (configuration not stated)	2.9%	15.0%	-0.8%	-1.2%	13.4%	-10.3%	-4.1	-4.3%	3.6
N#Cc1nc(Cc2ccccc2)oc1NCCCn1ccnc1	1.9%	-2.1%	1.1%	-0.3%	3.1%	-2.0%	0.9	6.9%	0.2
COc1ccc(OS(=O)(=O)Cc2ccccc2)cc1	-1.0%	-8.5%	0.1%	1.7%	-0.7%	-17.4%	-2.8	-0.4%[57.1 µM]	1.4
O=C(NCCOc1ccccc1F)C1CC(=O)N(Cc2ccccc2)C1 (configuration not stated)	-7.2%	-13.8%	.	-5.9%	-2.1%	-8.3%	-8.4	8.1%[57.1 µM]	3.4
O=C(NCCc1ccccc1)c1ccc2c(c1)N(Cc1c(F)cccc1Cl)C(=O)CS2	-0.2%	-1.8%	-0.8%	-2.3%	23.9%	-15.1%	-1.1	-9.6%	-1.2
COc1ccc(C(=O)OCC(=O)c2ccc[nH]2)cc1	5.0%	0.2%	0.7%	-4.5%	1.3%	-6.9%	-9.1	-0.7%	1.2
COc1cccc(-c2cc3onc(-c4ccccc4)c3c(=O)n2C)c1	-7.2%	3.6%	0.5%	6.0%	5.4%	-21.3%	-12.0	2.0%	-3.4

Among those listed so far, these contain an NH in an aromatic ring:
SMILES	Glioma ERSR ind	Vif-APOBEC3F blk	RXFP1 ag	Vif-A3G inh	mIDH1 inhibitor	USP1-UAF1 inh	LDHA inh	TrxR1 substrate	PI4K2A inh
COc1cc(C(C[N+](=O)[O-])c2c(C)[nH]c3ccccc23)ccc1O (configuration not stated)	-2.3%	-15.9%	0.6%	0.4%	-4.0%	-14.4%	5.3	-10.7%	2.1
O=C(CC1C[C@H](C(=O)N2CCCCC2)[C@@]2(CCc3ccccc3)c3[nH]c4ccccc4c3CCN2C1=O)NCc1cccc(C(F)(F)F)c1 (some centres not stated)	-0.5%	4.7%	.	0.3%	-10.9%	-29.4%	4.0	-6.8%	-3.6
COc1ccc(C(=O)OCC(=O)c2ccc[nH]2)cc1	5.0%	0.2%	0.7%	-4.5%	1.3%	-6.9%	-9.1	-0.7%	1.2

Next entries:
SMILES	Glioma ERSR ind	Vif-APOBEC3F blk	RXFP1 ag	Vif-A3G inh	mIDH1 inhibitor	USP1-UAF1 inh	LDHA inh	TrxR1 substrate	PI4K2A inh
COC(=O)C1C(=O)C2=C(CC1C)NC(C)=C(C(=O)OC1CCCC1)C2c1ccc(N(C)C)cc1 (configuration not stated)	-1.5%	-6.3%	3.3%	5.8%	4.9%	-15.5%	5.8	-16.4%	1.4
O=C(CO)N/N=C/c1ccc(Cl)cc1	-5.5%	1.1%	3.8%	-0.6%	8.4%	-6.8%	-2.8	4.0%	5.1
Cn1c(=O)[nH]c(=O)c2c1[nH]c(=S)n2CCCc1ccccc1	-4.0%	-2.0%	0.8%	-4.1%	-5.9%	-3.0%	-2.3	-6.8%	-9.7
CCCCC1CCC(C(=O)OCC(=O)Nc2ccc(S(N)(=O)=O)cc2)CC1 (configuration not stated)	-0.3%	-8.4%	1.5%	-1.9%	1.2%	-10.1%	-13.9	-2.7%	-1.8
COc1ccccc1CNC(=O)C1CCCN(c2nnc(C)c3c(C)n(-c4ccccc4)nc23)C1 (configuration not stated)	-8.0%	-22.4%	10.2%	?	12.6%	-5.1%	1.0	29.2%	2.6
CCOc1ccc(N2C(=O)S/C(=C\c3cc(OC)c(OC)c(OC)c3)C2=O)cc1	?	-21.4%	2.7%	-7.1%	-1.4%	-15.8%	-3.6	3.4%	12.0
CCOc1ccc(S(=O)(=O)N/N=C(\C)c2ccc(OC)cc2OC)cc1	2.3%	7.8%	-1.9%	-5.7%	-5.4%	-13.1%	-13.0	-2.1%	5.0
Cc1ccc(-n2c(O)c(C=NC3CCS(=O)(=O)C3)c3ccccc3c2=O)cc1C (configuration not stated)	-4.3%	-4.7%	-1.1%	1.0%	-3.8%	7.2%	2.2	-9.3%	-0.6
O=C(NC1CCCCC1)c1ccc2c(c1)N(Cc1ccccc1)C(=O)c1ccccc1S2	-2.3%	5.0%	1.9%	3.4%	-8.3%	?	-0.6	-1.9%[57.1 µM]	0.1
COc1ccc(OC)c(NC(=O)Nc2cnccn2)c1	-0.8%	0.3%	3.0%	0.0%	0.0%	-17.3%	-2.3	1.0%	-1.9
Cc1nc(-c2ccc(S(=O)(=O)N3CCN(c4cccc(C)c4C)CC3)cc2)co1	3.4%	-8.5%	-0.1%	1.8%	-3.0%	-14.0%	-7.4&2.3	-6.0%	6.3
COC(=O)Cc1c(O)ccn(CCc2c[nH]c3ccc(OC)cc23)c1=O	-0.8%	23.9%	2.5%	1.8%	-21.4%	-15.0%	-13.7	-2.1%	1.3
CC(C)(C)n1nc2c(c1NC(=O)c1ccccc1C(F)(F)F)CS(=O)(=O)C2	-1.4%	4.0%	0.9%	0.0%	8.6%	-2.7%	-0.7	4.2%	2.7
COc1cc(NC(=O)COCc2cc(-c3ccc4c(c3)OCO4)on2)cc(OC)c1	-2.4%	5.0%	4.0%	7.7%	1.6%	-17.0%	5.1	-5.8%	-2.9
Cn1c2c(c(=O)n(C)c1=O)C1(C(=O)Nc3ccccc31)C(C#N)=C(N)O2 (configuration not stated)	-3.2%	3.4%	-0.2%	6.2%	6.2%	-8.6%	15.5	2.0%	-4.2
Cc1cc(C)c(NC(=O)c2cc(S(=O)(=O)N3CCN(c4ccccc4F)CC3)ccc2F)c(C)c1	-1.2%	0.1%	1.8%	0.0%	8.4%	-10.7%	0.8	-4.0%[57.1 µM]	-2.6
Cc1ccccc1Cn1c(=O)n(CC2CCC(C(=O)NCCc3ccccc3)CC2)c(=O)c2ccccc21 (configuration not stated)	-3.9%	9.7%	-0.4%	0.3%	5.3%	-2.0%	-9.1	-10.8%	2.7

Screening results (PubChem)
